High-throughput results deposited in PubChem BioAssay by Sanford-Burnham Center for Chemical Genomics.
APOBEC3G inh: APOBEC3G DNA deaminase inhibitors, primary screen, biochemical, fluorescence, single-stranded DNA substrate, uHTS | DNA dC->dU-editing enzyme APOBEC-3G (Homo sapiens), Q9HC16 | recombinant A3G, ssDNA deamination FAM/TAMRA fluorescence | inhibition, % at 20 µM | 330,000 compounds, 0.28% hits;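 active = inhibition of at least 40% at 20 µM, with no more than 30% in the related APOBEC3A deaminase screen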;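 note: plate controls were DMSO wells with A3G for no effect and wells lacking A3G enzyme for full effect; some compounds called inactive have numbers as strong as hits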
MIN6 prolif: inducers of MIN6 beta-cell proliferation, primary screen, ATP luminescence, uHTS | MIN6 cells proliferation, ATPlite luminescence, 48 h; cells starved in 0.2% serum; 100% = growth in 10% serum | proliferation, % at 10 µM | 330,000 compounds, 0.29% hits;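 active = compounds whose signal lies at least 3.5 SD above the mean of all wells on their plate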;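 note: 0% = DMSO-treated cells in low-serum medium and 100% = 10% serum control; some compounds called inactive have numbers as strong as hits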
mIAP inh: inhibitors of mouse IAP, primary screen, biochemical, luminescence, uHTS; intestinal alkaline phosphatase [Mus musculus]; purified mouse IAP, CDP-Star luminescence, 30 min; inhibition, % at 10 µM; 330,000 compounds, 0.2% hits; AID 2806, 2010;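 active = inhibition of at least 40% at 10 µM in the primary screen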;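 note: plate controls were DMSO with enzyme for no effect and no enzyme wells for full effect; values of inactives mirror those of a sister screen read the other way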
NLRP3 yeast inh: NALP3 inflammasome inhibitors in reconstituted yeast, primary screen, luminescence, uHTS; Yeast reconstituted NLRP3/ASC/caspase-1, beta-gal luminescence, 24 h; inhibition, % at 10 µM; 330,000 compounds, 0.39% hits;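 active = inhibition of 50% or more; inactive = inhibition below 50%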;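 note: plate controls were induced DMSO wells for no effect and uninduced yeast grown without galactose for full effect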
TIM10 inh: growth inhibitors of isogenic TIM10 control yeast, primary screen, counter-screen for tim10-1 yeast inhibitor project, luminescence, uHTS; 330,000 compounds, 1.4% hits; S. cerevisiae TIM10 strain growth, BacTiter-Glo luminescence, 24 h; inhibition, % at 10 µM;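 active = inhibition of 40% or more at the single tested concentration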;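 note: wild-type TIM10 isogenic control strain grown at permissive 25 °C; 0% = DMSO yeast wells and 100% = minimal medium wells without yeast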
APOBEC3A inh: APOBEC3A ssDNA deaminase inhibitors, primary screen, selectivity assay for APOBEC3G inhibitor project, biochemical, FAM/TAMRA oligo cleavage fluorescence; recombinant A3A, FAM/TAMRA ssDNA deamination fluorescence; inhibition, % at 20 µM; 330,000 compounds, 0.41% hits; AID 493011, 2011;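 active = at least 40% inhibition at 20 µM here, with at most 30% in a related deaminase screen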;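 note: plate controls were A3A with DMSO for no effect and wells lacking A3A enzyme for full effect; some results filed as inactive read as strong as hits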
Target sequence (P31941 whole entry, looked up): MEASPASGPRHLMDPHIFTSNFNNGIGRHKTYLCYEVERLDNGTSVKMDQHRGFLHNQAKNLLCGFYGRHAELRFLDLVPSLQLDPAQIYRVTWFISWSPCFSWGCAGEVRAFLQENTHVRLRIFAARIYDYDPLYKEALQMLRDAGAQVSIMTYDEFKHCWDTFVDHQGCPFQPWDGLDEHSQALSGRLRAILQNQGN
tim10-1 inh: growth inhibitors of tim10-1 mutant yeast, primary screen, luminescence, uHTS | S. cerevisiae tim10-1 ts strain growth, BacTiter-Glo, 24 h | inhibition, % at 20 µM | 330,000 compounds, 2.2% hits | AID 463190, 2010;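 active = inhibition of at least 40%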;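 note: mutant grown at 25 °C; 0% = DMSO wells with yeast and 100% = wells holding no yeast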
hIAP block: human IAP inhibitors, primary screen, biochemical, luminescence, uHTS | Intestinal-type alkaline phosphatase (Homo sapiens), P09923 | 330,000 compounds, 0.12% hits | purified IAP, CDP-Star luminescence, 30 min | inhibition, % at 10 µM | AID 2544, 2010;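 active = inhibition reaching a set limit with compound at 10 µM in the primary screen, cut at about 35% in these data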;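 note: plate controls were DMSO wells with enzyme for no effect and no-enzyme buffer wells for full effect; values of inactives mirror those of a sister screen read the other way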
Target sequence (P09923 whole entry, looked up): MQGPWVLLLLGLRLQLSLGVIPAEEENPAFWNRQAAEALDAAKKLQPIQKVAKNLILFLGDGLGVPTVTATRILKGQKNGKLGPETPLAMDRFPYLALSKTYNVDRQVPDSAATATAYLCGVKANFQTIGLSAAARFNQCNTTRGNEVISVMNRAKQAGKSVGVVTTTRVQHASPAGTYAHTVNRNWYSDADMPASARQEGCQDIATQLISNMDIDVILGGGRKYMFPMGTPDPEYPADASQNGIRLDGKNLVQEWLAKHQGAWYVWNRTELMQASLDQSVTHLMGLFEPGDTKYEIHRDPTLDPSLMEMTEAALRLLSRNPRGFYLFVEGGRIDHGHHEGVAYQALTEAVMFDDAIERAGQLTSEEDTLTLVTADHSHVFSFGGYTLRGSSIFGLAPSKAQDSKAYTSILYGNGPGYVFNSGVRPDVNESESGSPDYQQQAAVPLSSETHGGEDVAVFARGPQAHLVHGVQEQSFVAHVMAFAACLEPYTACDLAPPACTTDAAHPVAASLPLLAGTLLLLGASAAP
mIAP activ: activators of mouse IAP, primary screen, biochemical, luminescence, uHTS; intestinal alkaline phosphatase [Mus musculus]; muIAP, CDP-Star luminescence, 30 min; hits give high values; 1 = vehicle-only enzyme signal, 0 = enzyme-free wells; activation factor at 10 µM; 330,000 compounds, 0.24% hits;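 active = activation factor of at least 2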; note: the source names both 10 and 20 µM as test concentration; values of inactives mirror those of a sister screen read the other way
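also added = chemiluminescent substrate CDP-Star | test system = mouse IAP enzyme | signal = chemiluminescence readout | compound = DMSO-dissolved test compounds | incubation = 30 min at room temperature | benchmarks = DMSO wells, no-enzyme wells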
Numbers without * were called inactive; & = joins results of further samples. No enrichment for hits; 4.6% or so of the library scored in one or more.

Values run as follows: APOBEC3G inh	MIN6 prolif	mIAP inh	NLRP3 yeast inh	TIM10 inh	APOBEC3A inh	tim10-1 inh	hIAP block	mIAP activ
> CCC(Sc1nc2ccsc2c(=O)n1Cc1ccc(C(=O)O)cc1)C(=O)Nc1ccc(C)c(Cl)c1 (stereo not given)
  -7	-8	1	16	17	-7	9	-28	0.99
> Oc1c(Br)cc(C2N=C(c3ccccc3)NO2)cc1Br (stereo not given)
  -7	3	15	7	33	-2	44*	5	0.85
> Cc1ccc2c(c1)-c1c(ssc1=S)C(C)(C)N2C(=O)c1ccco1
  42*	-4	33	25	8	0	-5	14	0.67
> CCc1ccc(N(C(=O)CCC(=O)Nc2cc(C)on2)C(C(=O)NC(C)(C)C)c2ccc(OC)cc2)cc1 (stereo not given)
  -8	0	4	2	-3	-2	9	3	0.96
> CCOC(=O)/C(N=Nc1sc(C(=O)OC)c(C)c1C(=O)OCC)=C(\O)CCl
  -11	0	4	37	-3	-8	8	-21	0.96
> COc1cc(/C=C(/C#N)C(=O)NCCCc2ccccc2)ccc1OCC(=O)O
  11	-1	4	19	-8	40*	-9	-17	0.96
> CCN1CCN(C(=O)C2CCN(Cc3nc(-c4cccc(Cl)c4)oc3C)CC2)CC1
  -6	-5	0	18	4	-1	-17	8	1
> COc1cc(CC(NC(C)=O)C(=O)NC2CCN(C(=O)c3cc(OC)c(OC)c(OC)c3)CC2)cc(OC)c1 (stereo not given)
  0	-2	6	11	22	3	15	-16	0.94
> CC1CCCN(Cc2cccc(Oc3ccccc3)c2)C1 (stereo not given)
  -1	-1	1	25	14	0	17	-3	0.99
> COc1ccc(OC)c(/C=N/N2CCN(c3ccc(Cl)cc3)CC2)c1
  -7	-2	-1	6	-14	-6	14	-12	1
> O=C(COC(=O)CCSc1ccc(Cl)cc1)NCCc1ccccc1
  -1	-1	-7	8	11	1	0	-2	1.1
> CCn1cc(CNC(=O)c2cc(-c3ccccc3OC)nc3ccccc23)c(C)n1
  2	1	1	6	1	2	24	-14	0.99
> CCS(=O)(=O)c1ccc2oc(Nc3cc(C)cc(C)c3)nc2c1
  -8	2	-12	-43	43*	2	47*	2	1.1
> Cc1ccc(S(=O)(=O)N(C)CC(O)Cn2c3ccccc3c3ccccc32)cc1 (stereo not given)
  -8	-5	-6	4	-27	-2	-2	1	1.1
> COC(=O)c1ccccc1NC(=O)C1CCCN(S(=O)(=O)c2ccccc2)C1 (stereo not given)
  -3	-2	7	29	9	1	40*	8	0.93
> Cc1ccccc1C(=O)Nc1cccc(NC(=S)NC(=O)c2cccs2)c1
  1	-7	14	9	10	7	12	5	0.86
> COc1ccc(-n2nc(C(=O)NCC(=O)N3CCCC3)c3ccccc3c2=O)c(OC)c1
  -3	0	-4	16	-3	3	18	7	1
> CCOc1ccc(OCCC(=O)OCC(=O)Nc2cc(S(=O)(=O)N3CCOCC3)ccc2C)cc1
  6	-2	-8	18	6	12	19	-2	1.1
> Oc1ccccc1N=N/C(=N/Nc1ccccc1O)c1ccccc1
  -1	9	4	18	8	-4	-2	5	0.96
> Cc1cc(C(F)F)n2nc(C(=O)Nc3ccccc3Br)nc2n1
  -3	-3	-4	27	-18	0	8	-22	1
> COc1ccc(CC(=O)NNC(=O)c2ccc(Br)s2)cc1OC
  -10	-4	-7	3	-3	-5	5	-4	1.1
> COc1cc(C(=O)O)nc2ccc([N+](=O)[O-])cc12
  2	-3	3	16	-2	1	0	-4	0.97
> O=C(C1CCC1)N1CCc2cc(S(=O)(=O)NCCN3CCN(c4ccccc4F)CC3)ccc21
  -4	-2	-11	0	-43	-4	10	-4	1.1
> Cc1cccc(Nc2ncc3c(n2)CC(C)CC3=O)c1 (stereo not given)
  -7	0	-5	33	9	-3	10	-3	1.1
> CCOC(=O)c1csc(NC(=O)c2cc(=O)c3ccccc3o2)n1
  -13	-2	7	4	3	-4	-2	10	0.93
> CC(CNC(=O)C1CCCCC1C(=O)O)c1ccccc1 (stereo not given)
  -1	-4	4	2	2	1	16	3	0.96
> O=C(CSc1nnc(NC2CCCCC2)s1)Nc1ccc(N2CCOCC2)cc1
  -5	0	2	1	-2	-3	7	8	0.98
> COc1cc(-c2cc(C(=O)OCC(=O)NC3CC3)c3ccccc3n2)cc(OC)c1OC
  0	0	-5	13	9	-2	18	-19	1.1
> Cc1ccc(NC(=O)CSc2nc(-c3ccco3)cc(C(F)(F)F)n2)cc1C
  -5	-3	4	2	-4	0	-9	4	0.96
> O=C(NCc1ccc2c(c1)OCO2)c1cc(-c2ccccc2)c(N2CCOCC2)s1
  -9	2	-81	21	-24	-6	36	-18	1.8
> CC(C)Oc1ccc(C(=O)NCCNC(=O)c2ccco2)cc1
  0	0	1	-5	-9	-4	-2	1	0.99
> CC1CCN(CC(=O)Nc2ccc(S(=O)(=O)N3CCCC(C)C3)cc2)CC1 (stereo not given)
  -3	-1	-18	18	-9	-4	-12	-13	1.2
> COc1ccc(N=c2oc3c(OC)cccc3cc2C(=O)NCc2ccco2)c(OC)c1
  -11	-3	18	25	23	-4	23	10	0.82
> COc1ccccc1N1CCN(C(=O)N2CCOCC2)CC1
  -8	1	6	-14	9	-1	12	-2	0.94
> CCOC(=O)c1[nH]c2ccccc2c1NC(=O)C1CCCC1
  1	-2	3	21	5	0	20	14	0.97
> O=C(NC1CCCC1)C(c1ccco1)N(C(=O)c1ccco1)c1ccc(F)cc1 (stereo not given)
  -4	0	-5	0	18	-1	14	-12	1
> CCc1ccc(-n2c(SCC(=O)c3ccc4c(c3)NC(=O)CO4)nc3ccccc3c2=O)cc1
  11	-3	-3	-10	-21	-5	17	16	1
> CCOc1ccccc1/C=c1\sc2ncnn2c1=O
  -8	-1	10	24	43*	-5	38	-9	0.9
> CN(Cc1ccccc1)C(=O)c1[nH]cnc1C(=O)NC1CCN(C(=O)OC(C)(C)C)CC1
  2	-6	12	7	8	0	7	-21	0.88
> CC(=O)Nc1ccc(S(=O)(=O)N2CCN(C(C)CCc3ccccc3)CC2)cc1 (stereo not given)
  2	-2	5	16	13	0	28	13	0.95

Part of the list above in a different format.
CC(CNC(=O)C1CCCCC1C(=O)O)c1ccccc1 (stereo not given)
  APOBEC3G inh: -1 | MIN6 prolif: -4 | mIAP inh: 4 | NLRP3 yeast inh: 2 | TIM10 inh: 2 | APOBEC3A inh: 1 | tim10-1 inh: 16 | hIAP block: 3 | mIAP activ: 0.96
O=C(CSc1nnc(NC2CCCCC2)s1)Nc1ccc(N2CCOCC2)cc1
  APOBEC3G inh: -5 | MIN6 prolif: 0 | mIAP inh: 2 | NLRP3 yeast inh: 1 | TIM10 inh: -2 | APOBEC3A inh: -3 | tim10-1 inh: 7 | hIAP block: 8 | mIAP activ: 0.98
COc1cc(-c2cc(C(=O)OCC(=O)NC3CC3)c3ccccc3n2)cc(OC)c1OC
  APOBEC3G inh: 0 | MIN6 prolif: 0 | mIAP inh: -5 | NLRP3 yeast inh: 13 | TIM10 inh: 9 | APOBEC3A inh: -2 | tim10-1 inh: 18 | hIAP block: -19 | mIAP activ: 1.1

Retrieved by structure from the list above:
Values run as follows: APOBEC3G inh	MIN6 prolif	mIAP inh	NLRP3 yeast inh	TIM10 inh	APOBEC3A inh	tim10-1 inh	hIAP block	mIAP activ
> COc1cc(-c2cc(C(=O)OCC(=O)NC3CC3)c3ccccc3n2)cc(OC)c1OC
  0	0	-5	13	9	-2	18	-19	1.1
> O=C(NCc1ccc2c(c1)OCO2)c1cc(-c2ccccc2)c(N2CCOCC2)s1
  -9	2	-81	21	-24	-6	36	-18	1.8

Carrying on:
Values run as follows: APOBEC3G inh	MIN6 prolif	mIAP inh	NLRP3 yeast inh	TIM10 inh	APOBEC3A inh	tim10-1 inh	hIAP block	mIAP activ
> CN(C)CCN(Cc1ccccc1)S(=O)(=O)c1csc(C(N)=O)c1
  -3	-1	-6	5	6	3	-4	-7	1.1
> O=c1oc2ccc(Cl)cc2nc1/C=C(\O)c1ccco1
  -9	-4	4	31	19	-6	8	6	0.96
> O=C(COC(=O)CSc1ccc2ccccc2c1)NC1CCCC1
  -6	0	-5	15	7	0	23	-10	1.1
> CN(C)CCOC(c1ccccc1)c1ccccc1
  -6&0	1&0	-14&8	24&-10	-4&0	1&-3	-12&12	9&14	1.1&0.92
> O=C(/C=C/c1ccc(Cl)c(Cl)c1)Nc1cccnc1
  -2	-1	0	30	-1	2	-16	13	1
> CCOCC(=O)Nc1nnc(COC)s1
  -1	-2	0	-8	-18	-4	8	-16	1
> COc1ccc(S(=O)(=O)NNC(=O)C(=O)NNc2ccccn2)cc1
  -5	-1	15	10	-19	-1	-3	-202	0.85
> CC(=O)Oc1cc(O)c2c(=O)c(OC(C)=O)c(-c3ccc(OC(C)=O)c(OC(C)=O)c3)oc2c1
  -8	-4	43*	14	-2	0	-1	31	0.57
> COc1ccc(S(=O)(=O)N(C)c2ccc(C(=O)Nc3c(C)n(C)n(-c4ccccc4)c3=O)cc2)cc1
  -7	1	-1	17	10	-3	6	14	1
> O=C(O)C1CC(=O)N(Cc2cccs2)C1 (stereo not given)
  -10	-3	-4	10	2	-8	2	2	1
> O=C(NCc1ccccn1)c1ccc2nc(-c3ccco3)c(-c3ccco3)nc2c1
  89	0	37	11	-15	90	12	0	0.63
> CCOC(=O)c1c(S(=O)(=O)NCC(=O)NCc2ccccc2)c(C)n(C)c1C
  -4	3	-8	14	4	-4	-2	-12	1.1
> O=C(COC(=O)COc1ccccc1F)NCc1ccco1
  -5	-2	-12	4	1	-4	-17	-10	1.1
> O=C(c1ccc2nc(N3CCOCC3)sc2c1)N1CCN(C(=O)c2ccco2)CC1
  -1	0	-2	13	9	-1	17	-19	1
> CC1(C)CC(NC(=O)C23CCC(C)(/C(=N/O)C2)C3(C)C)CC(C)(C)N1 (stereo not given)
  -10	-1	8	-1	-23	-1	12	-55	0.92
> Cc1cccc(CSc2nnc3c(n2)[nH]c2ccccc23)c1
  -3	1	3	4	16	-2	16	-29	0.97
> CCCCCN(C(=O)CCC(=O)OCC(=O)c1ccc(C(C)(C)C)cc1)c1c(N)n(CCCC)c(=O)[nH]c1=O
  -1	-3	1	5	2	2	1	5	0.99
> CCc1cc2c(CN3CCN(CC)CC3)cc(=O)oc2cc1O
  -1	-2	7	-10	4	-6	12	8	0.93
